H9c2 TAG inh: triacylglycerol accumulation inhibition | H9c2 cells, Nile Red lipid (TAG) fluorescence; cells loaded with 200 µM oleic acid | inhibition, % at 12.5 µM | AID 651582 | actives 0.66% (n = 230,000);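 active = pattern-corrected inhibition of lipid staining of at least 50% with the nuclear-stain viability signal not falling by more than 50%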;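 also: 0% = DMSO wells and 100% = triacsin C control wells; some results filed as inactive read as strong as hits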
H9c2 TAG inh DAPI viability: also measured in H9c2 TAG inh; calls as there; DAPI nuclei signal change (viability), lower = more cytotoxic, %;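 whole-well DAPI fluorescence read on a plate reader as a viability signal; minus 50 percent equals half of cells still viable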
The depositor's hits bear a star. Some of the compounds tested, so the mix of outcomes need not match the whole.

cpd	compound	H9c2 TAG inh	H9c2 TAG inh DAPI viability
1	CN(CC(=O)Nc1c(Cl)cccc1Cl)C(=O)C1CSC2(C)CCC(=O)N12 (stereo not given)	1	-6
2	CC(=O)N1C(C(=O)O)CSC1c1ccc(C)cc1 (stereo not given)	-7	1
3	O=C(NNC1=Nc2cc([N+](=O)[O-])ccc2OC1)c1ccccc1Cl	-6	4
4	CN1CCc2c(sc(/N=C/c3c[nH]c4ccccc34)c2C#N)C1	-14	2
5	COc1cccc(-c2nnc3sc(-c4ccco4)nn23)c1	-1	12
6	CCOc1ccc(OCC)c(NC(=O)C2CCCN2S(=O)(=O)c2cccc3cccnc23)c1 (stereo not given)	6	-11
7	COC(=O)c1cc([N+](=O)[O-])c(C)c(C)n1	-2	3
8	CC(NC(=O)CCNC(=O)c1ccc(C(C)(C)C)cc1)c1ccccc1 (stereo not given)	10	-2
9	COc1cccc(N2CCN(CC(=O)Nc3nnc(-c4ccccc4)s3)CC2)c1	46	5
10	CCOc1ccccc1NC(=O)COC(=O)/C=C/c1cccs1	-41	-2
11	CC(C)(C)OC(=O)CNC(=O)c1[nH]cnc1C(=O)N[C@@H](Cc1ccccc1)C(=O)OCc1ccccc1	5	-6
12	N/C(=N\OC(=O)c1csnn1)c1ccc(C(F)(F)F)cc1	-6	13
13	COc1ccc2ccc(OCC(=O)NCC3CCCO3)cc2c1 (stereo not given)	-7	8
14	CNC[C@H]1Oc2c(NC(=O)C3CC3)cccc2C(=O)N([C@H](C)CO)C[C@@H]1C	3	-8
15	O=C(CCc1nnc(C2(c3ccc(Cl)cc3)CCC2)o1)NC1CC1	4	-8
16	CC(C)(C)C1=C(C#N)C(c2ccc3c(c2)OCO3)C(C#N)=C(N)O1 (stereo not given)	9	1
17	CCOC(=O)C1(Cc2cccc(OC)c2)CCN(CC=C(C)C)CC1	-4	6
18	CCN(CC(=O)Nc1ccc(NC(C)=O)cc1)C(=O)C(c1ccccc1)c1ccccc1	2	8
19	CN(CC(=O)Nc1cccc(F)c1)C(=O)c1cccc(S(=O)(=O)N2CCN(c3ccc(F)cc3)CC2)c1	-25	-7
20	O=C(CCC(=O)c1cccs1)Nc1ccc(F)c(F)c1F	-7	10
21	COc1cccc(Nc2nc(-c3sc(C)nc3C)cs2)c1	0	5
22	CN(CC(=O)Nc1ccc(F)c(F)c1F)C(=O)C1CCC1	13	-8
23	COC(=O)c1c(NC(=O)COC(=O)c2ccc(Cl)cc2[N+](=O)[O-])sc2c1CCCCC2	-12	10
24	CC(C)[C@H](NC(=O)c1ccco1)C(=O)OCc1cc(=O)n2c(n1)sc1ccccc12	3	-6
25	Cc1ccc(CN(Cc2ccco2)C(=S)NCC(=O)NC2CC2)cc1	7	14
26	COC(=O)C(NC(C)=O)(Nc1ccccc1)C(=O)OC	-4	14
27	COCCn1c(=NC(=O)CCS(=O)(=O)c2ccccc2)sc2ccccc21	6	9
28	O=C(COC(=O)c1cc(Br)ccc1O)NNC(=O)c1ccc([N+](=O)[O-])cc1	-3	-3
29	COCC(=O)Nc1nc2ccccc2s1	-11	-1
30	O=C(COC(=O)c1ccccc1-n1cnnn1)c1ccc(F)cc1	-12	4
31	O=C(c1ccccc1Cc1ccccc1)N1CCN(S(=O)(=O)c2ccc(F)cc2)CC1	-4	8
32	CCOCCCNC(=O)COC(=O)/C=C/c1ccc(S(=O)(=O)N2CCc3ccccc32)cc1	1	10
33	CN(CC(=O)Nc1cccc(F)c1)C(=O)CN1C(=O)C2CC=CCC2C1=O (stereo not given)	-28	11
34	Cc1c(CCO)c(=O)n(-c2ccccc2)n1S(=O)(=O)c1ccc(Cl)cc1	-15	11
35	CC(=O)Nc1ccc2nc(SCC(=O)Nc3ccc(N4CCOCC4)c(Cl)c3)sc2c1	-1	14
36	CC(C)(C)OC(=O)CNC(=O)c1nc[nH]c1C(=O)N1CCN(C(=O)OC(C)(C)C)CC1	-4	-3
37	COc1cc2c(cc1NC(=O)COC(=O)Cn1cnc3ccccc31)oc1ccccc12	5	-5
38	O=C(c1ccc(NS(=O)(=O)c2ccc3c(c2)OCCO3)cc1)N1CCCCC1	-15	10
39	O=C(O)C1C2C=CC(C2)C1C(=O)NCCc1ccccc1 (stereo not given)	-14	3
40	O=C(CSc1nnc(-c2cccs2)n1-c1cccc(Cl)c1)c1cccc2c1OCCO2	12	-4

A draw from above in order of SMILES length, descending.
cpd	compound	H9c2 TAG inh	H9c2 TAG inh DAPI viability
19	CN(CC(=O)Nc1cccc(F)c1)C(=O)c1cccc(S(=O)(=O)N2CCN(c3ccc(F)cc3)CC2)c1	-25	-7
36	CC(C)(C)OC(=O)CNC(=O)c1nc[nH]c1C(=O)N1CCN(C(=O)OC(C)(C)C)CC1	-4	-3
24	CC(C)[C@H](NC(=O)c1ccco1)C(=O)OCc1cc(=O)n2c(n1)sc1ccccc12	3	-6
32	CCOCCCNC(=O)COC(=O)/C=C/c1ccc(S(=O)(=O)N2CCc3ccccc32)cc1	1	10
28	O=C(COC(=O)c1cc(Br)ccc1O)NNC(=O)c1ccc([N+](=O)[O-])cc1	-3	-3
18	CCN(CC(=O)Nc1ccc(NC(C)=O)cc1)C(=O)C(c1ccccc1)c1ccccc1	2	8
31	O=C(c1ccccc1Cc1ccccc1)N1CCN(S(=O)(=O)c2ccc(F)cc2)CC1	-4	8
40	O=C(CSc1nnc(-c2cccs2)n1-c1cccc(Cl)c1)c1cccc2c1OCCO2	12	-4
37	COc1cc2c(cc1NC(=O)COC(=O)Cn1cnc3ccccc31)oc1ccccc12	5	-5
34	Cc1c(CCO)c(=O)n(-c2ccccc2)n1S(=O)(=O)c1ccc(Cl)cc1	-15	11
16	CC(C)(C)C1=C(C#N)C(c2ccc3c(c2)OCO3)C(C#N)=C(N)O1 (stereo not given)	9	1
27	COCCn1c(=NC(=O)CCS(=O)(=O)c2ccccc2)sc2ccccc21	6	9
15	O=C(CCc1nnc(C2(c3ccc(Cl)cc3)CCC2)o1)NC1CC1	4	-8
17	CCOC(=O)C1(Cc2cccc(OC)c2)CCN(CC=C(C)C)CC1	-4	6
30	O=C(COC(=O)c1ccccc1-n1cnnn1)c1ccc(F)cc1	-12	4
22	CN(CC(=O)Nc1ccc(F)c(F)c1F)C(=O)C1CCC1	13	-8
39	O=C(O)C1C2C=CC(C2)C1C(=O)NCCc1ccccc1 (stereo not given)	-14	3
20	O=C(CCC(=O)c1cccs1)Nc1ccc(F)c(F)c1F	-7	10
21	COc1cccc(Nc2nc(-c3sc(C)nc3C)cs2)c1	0	5
29	COCC(=O)Nc1nc2ccccc2s1	-11	-1

Remaining list, next part
cpd	compound	H9c2 TAG inh	H9c2 TAG inh DAPI viability
41	CC(OC(=O)C1=Cc2ccccc2OC1)C(=O)NCc1ccco1 (stereo not given)	-11	-6
42	CC(C)CC(C(=O)OCC(=O)c1c(N)n(C)c(=O)n(C)c1=O)N1C(=O)C2CC=CCC2C1=O (stereo not given)	23	-17
43	CN(CC(=O)Nc1c(Cl)cccc1Cl)C(=O)c1ccc(-n2cncn2)c([N+](=O)[O-])c1	6	5
44	CN(C)S(=O)(=O)c1cccc(NC(=O)c2cccc(S(=O)(=O)N3CCCCCC3)c2)c1	2	-12
45	O=C(CCN1CCC2CCC(C2)C1)c1ccccc1 (stereo not given)	4	5
46	CC1(c2nnc(Cc3ccccc3)o2)CC(c2cccc(F)c2)=NO1 (stereo not given)	3	-12
47	O=C(c1cc2sccc2n1Cc1ccc(F)cc1)N1CCN(c2nc3ccccc3s2)CC1	-3	-5
48	COCCNC(=O)Cn1nc(C(F)(F)F)c(Cl)c1C	-4	1
49	Cc1nnc2n(c1=O)C(CS(=O)(=O)c1ccc3ccccc3c1)CS2 (stereo not given)	-20	-8
50	CC1CCC2(CC1)NC(=O)N(NC(=O)CSc1nnc(NC3CC3)s1)C2=O (stereo not given)	4	2
51	Cc1ccc(N/N=C(\C#N)C(=O)c2ccsc2)cc1	8	5
52	CCCCc1c(C)c(C#N)c2[nH]c3ccccc3n2c1=O	-7	2
53	Cc1ccc(NS(=O)(=O)c2ccccc2Cl)c2c1CC(C)(C)O2	-22	2
54	CCOC(=O)c1c(C)n(-c2ccc(OC)cc2)c2ccc(O)c(CN(C)C)c12	40	-2
55	CCOc1ccc(CCNC(=O)COC(=O)c2ccco2)cc1OCC	14	3
56	CC(C)(C)c1cnnn1-c1ccc([N+](=O)[O-])cc1	0	-5
57	COc1ccc2c(c1)O/C(=C\c1ccccc1O)C2=O	-6	5
58	CC(=O)NCCCc1nc2ccccc2n1Cc1c(F)cccc1Cl	-1	7
59	COc1ccc(C(=O)C2CCCN(S(=O)(=O)c3ccccc3F)C2)c(C)c1 (stereo not given)	-17	-14
60	Cc1ccc(C(=O)Oc2ccc(/C=C3\C(=N)N4N=C(N5CCOCC5)SC4=NC3=O)cc2)cc1	-8	11

Among those listed so far, 2 contain a CF3 group.
cpd	compound	H9c2 TAG inh	H9c2 TAG inh DAPI viability
12	N/C(=N\OC(=O)c1csnn1)c1ccc(C(F)(F)F)cc1	-6	13
48	COCCNC(=O)Cn1nc(C(F)(F)F)c(Cl)c1C	-4	1

Continuation.
cpd	compound	H9c2 TAG inh	H9c2 TAG inh DAPI viability
61	CCS(=O)(=O)C1C(=O)N(C)C(S(=O)(=O)CC)C(=O)N1C (stereo not given)	-7	-7
62	CC1CCC/C(=C(\C#N)c2nc(-c3cc4ccccc4oc3=O)cs2)C1 (stereo not given)	6	36
63	CCOC(=O)N1CCC(Nc2ncnc3c2cnn3-c2ccc(C)cc2C)CC1	-6	4
64	N#C/C(=C\c1ccc(F)cc1)c1nc(-c2ccco2)cs1	-10	-2
65	Cn1nc(-c2ccc(OCC(N)=O)cc2)c2ccccc2c1=O	1	-9
66	COc1ccc(CNC(=O)COC(=O)c2ccc(F)c(S(=O)(=O)N3CCOCC3)c2)cc1	-8	1
67	CCOC(=O)CSc1n[nH]c(NS(=O)(=O)c2ccccc2C(F)(F)F)n1	-9	12
68	O=C(CC1C(=O)NCCN1Cc1ccccc1F)NC1CCCCCC1 (stereo not given)	-9	0
69	Cc1c(-c2ccccc2)sc(N)c1C(=O)N1CCOCC1	3	13
70	O=C(O)c1ccc2c(c1)N(Cc1ccc(F)cc1)C(=O)c1ccccc1S2	-6	-2
71	Cc1nn(Cc2ccc(Cl)cc2)c(Cl)c1/C=N/NC(=O)c1cccnc1	-56	-5
72	COc1cccc(CNC(=O)COC(=O)CN2C(=O)NC3(CCCCC3C)C2=O)c1 (stereo not given)	-7	2
73	CCCCn1c(N)c(N(CC(C)C)C(=O)c2ccc(S(=O)(=O)N3CCCCCC3)cc2)c(=O)[nH]c1=O	27	0
74	CCCCn1c(N)c(N(CC(C)C)C(=O)C2CCN(S(=O)(=O)c3ccc(C)cc3C)CC2)c(=O)[nH]c1=O	35	-26
75	COc1ccc(-c2csc(Cc3nc(O)cs3)n2)cc1	2	13
76	NC(N)=NS(=O)(=O)c1ccc(N/C=C\C(=O)c2ccncc2)cc1	2	-5
77	Cc1ccccc1C(=O)Nc1cccc(C#N)c1	4	-9
78	COc1cccc(NC(=O)CN(C)C(=O)c2cc(C)oc2C)c1	8	-5
79	COCCCNC(=O)c1sc2ncn(CC(=O)Nc3ccc(C)c(Cl)c3)c(=O)c2c1C	15	-3
80	COc1ccccc1-c1cnc(C(O)c2ccc(CN3CCCC3)cc2)[nH]1 (stereo not given)	9	19
81	O=c1[nH]c(=S)[nH]c(O)c1/C=C1\C=Nc2ccccc21	23	-18
82	CCOC(=O)CSc1nc(=O)n2ccc(C)cc2n1	-2	-10
83	C/C(=N\Nc1nc2ccccc2nc1C)c1ccccc1O	52*	-17*
84	O=C1C(=O)N(CCO)C(c2ccccc2)/C1=C(\O)c1ccccc1 (stereo not given)	-1	3
85	Cc1nn(-c2ccccc2)nc1C(=O)Nc1cccc(C(=O)NC2CC2)c1	15	8
86	CCOc1cccc2sc(N(CCN(CC)CC)C(=O)c3cccc(N4C(=O)CCC4=O)c3)nc12	23	-2
87	OCCOCCn1c(C2CCCN2c2nc(-c3ccc(F)cc3)cs2)nc2cc(Cl)c(Cl)cc21 (stereo not given)	47	1
88	O=c1cc(-c2ccccc2)nc(N2CCN(Cc3ccc4c(c3)OCO4)CC2)[nH]1	-6	8
89	Cc1ccccc1NS(=O)(=O)c1ccc(OCC(=O)NCc2ccccn2)cc1	-1	-5
90	NC(=O)C1CCN(CC(=O)NC(=O)NC2CCCC2)CC1	-6	-8
91	O=C(NCc1ccncc1)c1nc(-c2ccc(C(F)(F)F)cc2)no1	-13	-3
92	CN(C)C(CNC(=O)CCc1nc2cc(Cl)ccc2n(Cc2ccccc2)c1=O)c1ccccc1 (stereo not given)	21	16
93	Cc1cc(OCc2cn(CC(=O)c3ccc(O)cc3)nn2)ccc1[N+](=O)[O-]	8	-4

High-throughput results: PubChem BioAssay, Sanford-Burnham Center for Chemical Genomics
